High-throughput results deposited in PubChem by several laboratories.
iPSC survival up: enhancers of human iPSC single-cell survival; survival enhancement, % at 20 µM; hiPSC single-cell survival, ATPlite luminescence; 100% = ROCK inhibitor wells, 0% = DMSO; actives 0.044% (n = 360,000); in the data active = survival enhancement above about 18%;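 also: cells exposed to compounds for 16 hours before the ATP read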
HTR2A ag: activates the mouse 5-HT2A serotonin receptor; activation, % at 7.6 µM; P35363; CHO-K1 mHTR2A beta-arrestin complementation, luminescence; percent of 30 µM serotonin response; actives 0.66% (n = 360,000);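 active = activation above a run cutoff, the mean activation of all tested compounds plus 3 SD, cut at about 14% in these data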;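 also: 0% = plate median of compound wells and 100% = 30 µM serotonin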
PDI inh: blocks human protein disulfide isomerase activity. P07237. PDI insulin aggregation turbidity, A650, 90 min. actives 0.052% (n = 350,000). inhibition, % at 10 µM;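 active = mean inhibition across replicates of 30% or more, whatever share of single replicates reach that level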;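 also: absorbance from insulin aggregation driven by PDI reduction with DTT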
Exocytosis inh: blocks lytic granule exocytosis; TALL-104 LAMP-1 surface exposure, flow cytometry; cells stimulated with thapsigargin and PMA; inhibition, % at 10 µM; actives 0.66% (n = 360,000); AID 651702;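 active = inhibition above about 55%, limit read from the data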
aDG glyco act: alpha-DG glycosylation activation; Pro5-aDG cells, alpha-DG glycosylation AlphaScreen (IIH6); 0% Pro5, 100% B10-LARGE cell signal; AID 624168; actives 0.22% (n = 360,000); activation, % at 10 µM;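 active = activation of at least 8% versus controls, or a plate z-score of at least 8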;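 also: Pro5 are CHO cells carrying HIG-tagged alpha-DG that lacks glycosylation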
Vif imaging: inhibitors of HIV Vif; HEK293T cells, Vif self-association by quenched fluorescence, imaging, 24 h; inhibition, % at 7.49 µM; actives 0.35% (n = 340,000); in the data active = inhibition above about 50%, passing the limit was not always enough; also: some results filed as inactive read as strong as hits
H9c2 protect: protects H9c2 cardiomyocytes from peroxide injury; H2O2 injury protection, ATPLite, 2 h; protection from H2O2 cell death, % at 20 µM; actives 0.63% (n = 360,000); AID 588492;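 active = compounds giving at least 50% protection of heart cells from peroxide-induced death in the single-dose screen, raw or plate-pattern-corrected value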;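 also: 0% = DMSO wells with peroxide and 100% = DMSO wells without peroxide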
CaV13 FRET inh: Primary screen for inhibitors of IQ motif and Ca2+-dependent inactivation inhibitor domain binding in CACNA1D, Förster resonance energy transfer in living cells, …. HEK cells, CFP/YFP FRET ICDI-IQ, plate reader, 10 min; percent FRET-ratio fall versus neutral wells. inhibition, % at 12.3 µM. actives 0.098% (n = 340,000). AID 743397;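 active = mean replicate inhibition of at least 30% and at least 1% of replicates passing that level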;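 also: 0% = median of the neutral control wells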
ABCB6 inh MLPCN: inhibitors of human ABC transporter ABCB6; K562-ABCB6 porphyrin accumulation, flow cytometry, 1 h; active compounds read low; fluorescence ratio to DMSO, % at 10 µM; actives 0.19% (n = 360,000); AID 602162;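 active = fluorescence ratio to DMSO below 75%, the collection mean minus 3 SD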;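 also: signal is porphyrin accumulated inside mitochondria; 100% equals median channel fluorescence of DMSO control wells; lower ratio means ABCB6 inhibition with less porphyrin fluorescence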
Target sequence (Q9NP58 whole entry, looked up): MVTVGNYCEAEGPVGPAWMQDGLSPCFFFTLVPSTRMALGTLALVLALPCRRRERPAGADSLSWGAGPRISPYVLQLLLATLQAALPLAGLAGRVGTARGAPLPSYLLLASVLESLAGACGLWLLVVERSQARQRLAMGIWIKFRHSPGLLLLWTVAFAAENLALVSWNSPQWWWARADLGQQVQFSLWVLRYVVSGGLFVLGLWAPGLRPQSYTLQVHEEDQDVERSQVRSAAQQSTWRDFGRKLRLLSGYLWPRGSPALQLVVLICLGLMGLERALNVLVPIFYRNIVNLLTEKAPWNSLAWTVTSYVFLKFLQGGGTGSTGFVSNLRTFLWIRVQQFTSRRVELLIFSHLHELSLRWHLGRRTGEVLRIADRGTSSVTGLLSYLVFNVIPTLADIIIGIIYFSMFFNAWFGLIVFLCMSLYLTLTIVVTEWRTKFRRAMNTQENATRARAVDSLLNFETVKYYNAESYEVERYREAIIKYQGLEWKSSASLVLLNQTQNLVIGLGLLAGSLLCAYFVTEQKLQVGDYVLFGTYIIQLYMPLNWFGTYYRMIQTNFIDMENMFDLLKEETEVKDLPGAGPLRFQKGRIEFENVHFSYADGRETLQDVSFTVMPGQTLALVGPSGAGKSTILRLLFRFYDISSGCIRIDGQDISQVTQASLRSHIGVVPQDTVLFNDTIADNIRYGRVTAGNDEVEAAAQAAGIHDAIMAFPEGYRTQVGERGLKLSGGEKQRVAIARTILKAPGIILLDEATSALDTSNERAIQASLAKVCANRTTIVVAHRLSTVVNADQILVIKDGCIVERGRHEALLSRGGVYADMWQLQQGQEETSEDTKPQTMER
N-glyco inh: N-linked glycosylation inhibition. D54 ERlucT glycosylation luciferase reporter, 24 h; percent of 100 nM tunicamycin response. reporter increase, % at 12.5 µM. actives 0.23% (n = 360,000). AID 588692;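 active = mean luciferase reporter signal, scaled so untreated is 0 and the glycosylation-blocking control 100, at or above a set limit in every replicate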;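 also: luciferase carries N-glycosylation sites so blocking glycosylation raises the light; 0% = median of neutral control wells and 100% = median of 100 nM tunicamycin wells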
Numbers without * were called inactive; · = no result given.

Order of results – iPSC survival up	HTR2A ag	PDI inh	Exocytosis inh	aDG glyco act	Vif imaging	H9c2 protect	CaV13 FRET inh	ABCB6 inh MLPCN	N-glyco inh
> O=C(CNC(=O)c1ccc2c(=O)n3c(nc2c1)CCC3)Nc1ccc(F)c(F)c1
    0.9	-2	-1	-5	-0.2	-1	0	·	99	2
> N#C/C(C(=O)N1CCCCC1)=C1/N=C(NC(=O)c2ccc(F)cc2)c2ccccc21
    -0.3	-3	1	0	0.0	-2	18	-5	103	7
> CCCCc1nnc(NC(=O)CCc2ccccc2)s1
    -0.3	0	-3	4	0.2	0	-4	-5	94	2
> Cc1ccc2cc3c(NS(=O)(=O)c4cccc5nonc45)nn(CC(C)C)c3nc2c1
    0.4	-5	-11	4	-0.1	-1	-3	-8	99	-1
> CCCCC(=O)N(c1ccc(OCC)cc1)C1C=CS(=O)(=O)C1 (centres undefined)
    -0.5	-2	9	2	0.1	6	6	·	92	1
> CC(=O)c1ccc(N2CCN(c3ccc(C(F)(F)F)cn3)CC2)cc1
    2.5	-2	-7	-2	3.2	-8	-9	-4	99	-3
> CC(C)c1ccc(NC(=S)N2CCN(C)CC2)cc1
    -0.4	-2	-7	2	-0.2	-5	-4	-6	98	-1
> CCn1c(SCC(=O)NCc2ccc3c(c2)OCO3)nc2c(c1=O)SCC2
    -0.3	0	-1	2	0.1	·	12	-7	98	0
> CCC(c1nnnn1CS(=O)(=O)c1ccc(C)cc1)N1CCC(C(N)=O)CC1 (centres undefined)
    -0.7	4	-1	-6	-0.1	0	9	-2	107	2
> CCn1cc(C(=O)NCc2ccccc2F)c(=O)c2ccc(C)nc21
    -0.2	-4	-5	-2	0.0	-6	-2	·	100	0
> CCOc1ccccc1Oc1ccc(C(F)(F)F)cn1
    -0.3	-3	4	2	0.1	-20	1	-5	95	1
> CCCN(C)C1CN(Cc2cn(Cc3ccc(C(F)(F)F)cc3)nn2)S(=O)(=O)C1 (centres undefined)
    2.5	0	·	1	0.0	·	·	-8	95	·
> Clc1ccc(-c2csc(N/N=C/c3ccco3)n2)cc1
    1.3	0	0	-2	-0.3	-2	3	-20	95	17
> CCOC(=O)Cn1c(CN(C)Cc2ccccc2)nc2c1c(=O)n(C)c(=O)n2C
    -1.9	-5	-4	-1	-0.1	2	1	-5	95	1
> CC(C)c1ccc(O)c(C(=O)c2cnn(-c3ccccc3)c2)c1
    0.7	0	-3	1	0.2	7	-9	-3	99	-1
> CN(C)C(=O)C1Cc2ccccc2CN1S(=O)(=O)c1ccc(F)cc1 (centres undefined)
    0.2	9	7	-27	-0.1	-12	-5	-4	88	0
> O=C(CCCN1C(=O)/C(=C/c2ccccc2)SC1=S)Nc1cccc(O)c1
    -1.8	-2	4	4	0.5	·	-9	-4	101	-2
> Cc1cc(C(=O)CN2C(=O)c3ccccc3S2(=O)=O)c(C)n1CC1CCCO1 (centres undefined)
    -2.0	2	6	3	0.1	11	-12	-8	101	-18
> COc1ccc(CNC(=O)Nc2cccc3ccccc23)cc1
    -0.8	0	12	4	-0.2	-7	-2	-3	94	0
> CC(OC(=O)c1cccnc1)C(=O)NCc1ccc2c(c1)OCO2 (centres undefined)
    -1.7	0	15	-6	-0.2	0	0	-3	108	0
> Cc1ccc(S(=O)(=O)Cn2nnnc2C(c2ccc(F)cc2)N2CCC(C(N)=O)CC2)cc1 (centres undefined)
    -2.7	-3	12	-2	-0.3	-2	-2	-3	92	-1
> Cc1ccc(NC(=O)CSc2ccccc2NC(=O)c2ccccc2)cc1Cl
    0.9	-7	13	-4	-0.2	0	-2	-3	99	8
> Cc1ccc(C)c(NC(=O)c2oc(=O)c3ccccc3c2-c2ccccc2)c1
    -0.2	0	-2	-1	0.1	-2	0	-3	89	1
> Cc1ccc(-c2onc3ccc(C4(C)OCCO4)cc23)cc1
    3.8	-2	9	2	-0.2	·	7	-4	93	-4
> Cc1ccc(C)c(N(C(=O)CS(=O)CC(=O)Nc2ccc3c(c2)OCO3)C(C)C(=O)NC2CCCC2)c1 (centres undefined)
    -0.1	7	1	0	-0.1	7	-5	-6	105	1
> COc1ccc(/C=C/c2ccc3c(Br)ccc(O)c3n2)cc1
    -0.4	2	-26	-7	0.2	11	62*	-5	95	6
> CN(C)c1ccc(-n2cccc2/C=N/n2cnnc2)cc1
    -0.3	-2	-1	-2	-0.1	-2	7	-8	96	2
> O=c1c(-c2cccs2)nc2ccccc2n1C(c1ccccn1)c1nc2ccccc2[nH]1 (centres undefined)
    ·	1	·	13	-0.1	·	·	-3	·	·
> COc1ccc2c(=O)c3c(=O)n(-c4ccccc4)c(-c4ccco4)nc3oc2c1
    -0.5	-1	-6	1	-0.1	-2	17	-4	95	1
> COc1cc(C(=O)NCCC(=O)N2CCN(C)CC2)cc(OC)c1OC
    0.0	8	7	1	-0.3	0	-5	-2	105	1
> Cc1cc(=O)oc2c(C)c(OC(C)C(=O)NCCCn3ccnc3)ccc12 (centres undefined)
    0.7	5	16	-11	0.0	1	-1	-2	100	1
> O=C(Cc1cccs1)NCc1cc(Cl)cc(Cl)c1
    -0.1	2	-2	-12	0.4	·	-3	-17	99	-1
> CC[C@H](C)[C@H]1CNC(=S)N1CC1CCN(CC2CCC(C)CC2)CC1 (some centres undefined)
    -1.5	-7	-1	-2	-0.2	·	-16	-3	100	2
> Cc1cn(C2OC(COC(=O)c3ccccc3)C(O)C2O)c(=O)[nH]c1=O (centres undefined)
    -1.3	1	16	-1	0.1	-4	-2	-10	101	0
> CC1(C(=O)NC2CCCC2)CCC(=O)N1C1CCN(Cc2ccccc2)CC1 (centres undefined)
    -0.8	2	·	-4	0.0	·	2	-10	100	-2
> COc1ccc(NC(=O)C2CCC(CNS(=O)(=O)c3cccs3)CC2)cc1 (centres undefined)
    -0.8	2	-13	-1	0.8	-1	3	31*	98	-1
> Cc1ccc2[nH]c(=O)c(CN(C(=O)c3cccc([N+](=O)[O-])c3)C(C)C)cc2c1
    -0.2	7	9	0	-0.1	4	1	3	96	1
> O=C(COC(=O)c1cc(Cl)nc(Cl)c1)NCCc1ccc(F)cc1
    -0.3	3	12	1	0.1	-1	16	-6	99	0
> CCn1ccnc1CN(C)C(=O)c1cc(COc2c(F)cccc2F)on1
    -3.2	9	-3	-1	0.0	-12	1	-5	92	3
> Cc1c(NC(=O)COC(=O)c2cc3c4ccccc4n(C)c3s2)c(=O)n(-c2ccccc2)n1C
    -1.4	-3	-2	1	0.2	·	-8	-4	101	2
> O=C(N/N=C/c1ccccc1)C(=O)N/N=C/c1ccccc1
    1.4	0	13	2	-0.1	-51	-4	-7	102	0
> COc1ccc(-c2nnc(SCc3ccccn3)n2C)cc1
    6.9	1	-1	4	-0.2	3	-6	-3	99	-1
> C=C1CCN([C@@H](Cc2ccccc2)C(=O)NCc2ccccc2)S(=O)(=O)c2ccccc21
    0.1	13	4	14	0.1	-2	-7	-10	96	-3
> CCOC(=O)C1CCN(CCC(=O)Nc2ccccc2)CC1
    -2.0	-1	-6	0	-0.3	-6	-4	·	97	0
> O=C(CCl)N1CCN(CC(=O)N2CCCC2)CC1
    -0.4	-3	4	-11	0.1	-1	2	-2	99	3
> COc1ccccc1NC(=O)C1CCCN(c2ncnc3c2nc2n3CCCCC2)C1 (centres undefined)
    0.5	0	7	0	0.5	0	4	-7	95	3
> Cc1c(C(=O)NC2CCOC2)oc2c(F)cccc12 (centres undefined)
    -0.1	5	2	-9	0.2	5	0	-7	100	-1
> COc1ccc(C(=O)C(CO)Oc2ccccc2OC)cc1OC (centres undefined)
    1.5	4	-2	0	-0.1	0	4	-9	101	3
> Cc1ccc(/C=C/C(=O)c2ccc(C)cc2)cc1
    -2.0	1	12	2	-0.2	-5	-16	-4	93	8
> COc1ccc(S(=O)(=O)NC(C(C)C)C(C)C)cc1OC
    3.6	0	-1	-2	-0.1	-9	0	·	95	-2
> CCOc1ccccc1Oc1cn[nH]c1-c1ccc(OC)cc1O
    3.4	-3	-1	10	0.6	-11	-12	·	110	2
> COCCCNC(=O)CSc1c2c(nc3ccc(Cl)cc13)CCCC2
    -1.0	-5	-4	3	0.8	4	0	-11	101	5
> CCOC(=O)c1ccccc1NC(=S)N1CCN(C2CCCCC2)CC1
    0.2	1	-4	1	-0.1	-5	-3	-6	101	-3
